STK33 kin inh: STK33 kinase inhibitors, primary screen, biochemical, luminescence, ADP-Glo, MBP substrate | hit rate 0.44% among 27,000 | Serine/threonine-protein kinase 33 (Homo sapiens), Q9BYT3 | inhibition, % at 12.5 µM; in the data active = inhibition above about 20%
Target sequence (Q9BYT3 whole entry, looked up): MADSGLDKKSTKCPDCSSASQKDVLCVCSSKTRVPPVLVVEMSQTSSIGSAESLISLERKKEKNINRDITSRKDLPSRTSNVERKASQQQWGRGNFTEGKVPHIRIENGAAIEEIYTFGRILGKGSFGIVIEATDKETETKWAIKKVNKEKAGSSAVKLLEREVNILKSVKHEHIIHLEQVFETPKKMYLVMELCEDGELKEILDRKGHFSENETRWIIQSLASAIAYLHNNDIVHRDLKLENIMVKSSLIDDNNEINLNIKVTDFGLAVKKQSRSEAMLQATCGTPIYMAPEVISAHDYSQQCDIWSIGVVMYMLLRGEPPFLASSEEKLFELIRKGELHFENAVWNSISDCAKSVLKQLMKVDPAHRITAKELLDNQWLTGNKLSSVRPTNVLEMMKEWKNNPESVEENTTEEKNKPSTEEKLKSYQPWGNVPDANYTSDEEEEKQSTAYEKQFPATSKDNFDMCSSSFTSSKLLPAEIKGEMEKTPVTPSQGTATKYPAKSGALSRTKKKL
p53 PUMA act: mutant p53 pathway re-activators, primary screen, cell-based, SW480, luciferase, single point, HTS; hit rate 1.5% among 28,000; SW480 PUMA-promoter luciferase, p53 mutant reactivation; activation, % at 9.98 µM; in the data active = activation above about 52%
Active calls of the source: *; . = not tested or not shown. A portion of the library; count on the stated rates, not on these rows.

| compound | STK33 kin inh | p53 PUMA act |
| --- | --- | --- |
| C[C@@H]1CN([C@@H](C)CO)C(=O)c2cc(NS(C)(=O)=O)ccc2O[C@@H]1CN(C)Cc1ccc(Cl)c(Cl)c1 | -2.3 | . |
| O=C(NCCSc1nc2cc(C(F)(F)F)ccc2s1)C12CC3CC(CC(C3)C1)C2 | -4.2 | -8.1 |
| COc1ccc(C#Cc2cnc3c(c2)C(=O)N([C@H](C)CO)C[C@H](C)[C@H](CN(C)C(=O)NC2CCCCC2)O3)cc1OC | 0.9 | -5.6 |
| O=C(/C=C/c1ccccc1)CC(O)(c1ccccc1)C(F)(F)F (stereo not drawn) | 4.4 | . |
| C[C@H]1CN([C@@H](C)CO)C(=O)Cc2cc(NC(=O)c3ccncc3)ccc2O[C@H]1CN(C)Cc1ccc(Cl)c(Cl)c1 | -4.9 | -2.7 |
| CCn1c(SCC(=O)Nc2ccc(C(N)=O)cc2)nnc1-c1ccc(F)cc1 | 0.3 | -4.8 |
| COc1ccc(-c2nnc(SCc3ccc([N+](=O)[O-])c(OC)c3)n2-c2ccccc2)cc1 | -2.7 | 5.2 |
| C[C@@H](O)C#Cc1ccc2c(c1)O[C@H](CN(C)CC1CCOCC1)[C@@H](C)CN([C@@H](C)CO)S2(=O)=O | . | 7.1 |
| Cc1ccc(S(=O)(=O)N(C)C[C@@H]2Oc3ccc(NC(=O)Nc4ccccc4)cc3C(=O)N([C@@H](C)CO)C[C@H]2C)cc1 | 1.3 | . |
| C[C@@H]1CN([C@@H](C)CO)C(=O)Cc2cc(NC(=O)C3CC3)ccc2O[C@H]1CN(C)C(=O)Nc1cccc2ccccc12 | . | -11.6 |
| COc1ccc([Si](C)(C)[C@@H]2[C@@H](CC(=O)N3Cc4ccccc4C[C@H]3CO)O[C@]3(C(=O)N(Cc4ccc(I)cc4)c4ccccc43)[C@H]2C)cc1 | 9.1 | . |
| COc1ccc(S(=O)(=O)Nc2cccc3c2O[C@@H](CN(C)S(=O)(=O)c2cn(C)cn2)[C@H](C)CN([C@@H](C)CO)C3=O)cc1 | . | 1.1 |
| CN(CC(=O)Nc1ccc(F)cc1)S(=O)(=O)c1ccccc1 | -1.6 | 21.6 |
| Cc1cc(C)cc(NC(=O)CSc2nnc(-c3ccncc3)n2-c2ccccc2)c1 | -3.1 | -17.0 |
| O=C(O)CSc1nnc(C2CC2)n1-c1ccccc1 | -2.3 | -1.9 |
| C[C@@H]1CCCCO[C@@H](CN(C)Cc2ccncc2)[C@@H](C)CN([C@H](C)CO)C(=O)c2cc(NC(=O)Nc3ccccc3)ccc2O1 | -1.0 | -1.0 |
| C=CCN1C(=O)[C@@]2(O[C@@H](CCn3cc(CCO)nn3)[C@H]([Si](C)(C)c3ccc(OC)cc3)[C@H]2C)c2cc(N3C(=O)c4cccc5cccc3c45)ccc21 | 6.5 | . |
| C[C@H]1CN([C@@H](C)CO)C(=O)c2cc(C#CCc3ccccc3)cnc2O[C@H]1CN(C)Cc1ccccn1 | . | 5.1 |
| CCOC(=O)c1ccc2[nH]c(C)c(CN3CCN(C)CC3)c(=O)c2c1 | -2.0 | -1.0 |
| C[C@H]1CN([C@@H](C)CO)C(=O)Cc2cc(NC(=O)Nc3ccc(F)cc3)ccc2O[C@@H]1CN(C)CC1CCCCC1 | -0.1 | . |

(cont.)
| compound | STK33 kin inh | p53 PUMA act |
| --- | --- | --- |
| Cc1noc(C)c1S(=O)(=O)Nc1ccc2c(c1)CC(=O)N([C@@H](C)CO)C[C@@H](C)[C@H](CN(C)C(=O)Nc1ccc(C(F)(F)F)cc1)O2 | . | -10.6 |
| CCCNC(=O)N(C)C[C@@H]1Oc2cc(C#CC(C)(C)O)ccc2S(=O)(=O)N([C@H](C)CO)C[C@@H]1C | . | 2.1 |
| C=C1C(=O)O[C@@H]2/C=C(/C)[C@@H]3C/C=C(/C[C@@H](OC(=O)/C(=C/CO)CO)[C@@H]12)C[C@@](O)(C(C)C)C(=O)O3 | -4.1 | . |
| CCn1nc(C)c(N=Cc2ccc(N(C)C)c(Br)c2)c1C | . | -2.1 |
| Nc1ccc(S(=O)(=O)NC(=O)c2ccccc2)cc1 | -3.4 | -4.5 |
| C[C@H](CO)N1C[C@H](C)[C@@H](CN(C)C(=O)Nc2ccnc(N3CCOCC3)c2)OCc2cn(nn2)CCCC1=O | 1.3 | 2.6 |
| CC(C)NC(=O)Nc1ccc2c(c1)CC(=O)N([C@H](C)CO)C[C@H](C)[C@H](CN(C)CC1CCCCC1)O2 | 3.4 | . |
| CO/N=C(\C(=O)NC1C(=O)N2C(C(=O)OCOC(=O)C(C)(C)C)=C(/C=C\c3scnc3C)CSC12)c1csc(N)n1 (stereo not drawn) | -1.8 | . |
| C[C@]12C=CC(=O)C=C1CC[C@@H]1[C@@H]2[C@@H](O)C[C@@]2(C)[C@H]1CC[C@]2(O)C(=O)CO | -6.8 | -8.5 |
| COc1ccc(CCNC(=O)c2cc(-c3ccccn3)nc3c(Cl)cccc23)cc1OC | -5.6 | -16.8 |
| CC1=CCC(C(C)(C)O[C@@H]2O[C@H](CO[C@@H]3O[C@H](COC(=O)c4cc(O)c(O)c(O)c4)[C@@H](O)[C@H](O)[C@H]3O)[C@@H](O)[C@H](O)[C@H]2O)CC1 (stereo partly drawn) | -1.1 | 11.0 |
| C[C@@H]1CCCCO[C@@H](CN(C)C(=O)c2ccncc2)[C@@H](C)CN([C@@H](C)CO)C(=O)c2cc(NS(=O)(=O)c3cccs3)ccc2O1 | . | 8.5 |
| C[C@@H]1CN([C@@H](C)CO)C(=O)c2cccc(NS(=O)(=O)c3cn(C)cn3)c2O[C@H]1CN(C)Cc1ccc(Cl)c(Cl)c1 | . | 0.4 |
| Cc1cc(C)c(S(=O)(=O)NCC(=O)Nc2ccc(Br)cc2)c(C)c1 | -6.6 | -15.1 |
| CC(=O)c1cccc(NC(=O)CSc2nc3ccccc3c(=O)n2-c2ccccc2)c1 | -5.4 | -4.3 |
| C[C@@H]1CN([C@@H](C)CO)C(=O)c2cc(NS(=O)(=O)c3cccs3)ccc2O[C@H]1CN(C)C(=O)Nc1ccc(F)cc1 | . | 2.2 |
| COc1cc2c(cc1C(F)(F)F)N(C(=O)Nc1cc(F)cc(-c3cccnc3)c1)CC2 | . | -69.6 |
| C[C@@H]1CN([C@H](C)CO)C(=O)Cc2cc(NC(=O)NC3CCCCC3)ccc2O[C@H]1CN(C)C(=O)Nc1ccccc1 | 0.3 | -10.6 |
| Cc1ccc(NC(=O)CSc2nnc(N)s2)c(Br)c1 | -2.2 | 17.2 |
| Cc1ccc(OCC(=O)Nc2ccccc2-c2nc3ccccc3s2)cc1C | -2.1 | -11.1 |

Single entries from the list:
Entry for Cc1cc(C)c(S(=O)(=O)NCC(=O)Nc2ccc(Br)cc2)c(C)c1 in STK33 kin inh: -6.6
Entry for COc1ccc(CCNC(=O)c2cc(-c3ccccn3)nc3c(Cl)cccc23)cc1OC in STK33 kin inh: -5.6

Structures shown so far that contain bromine:
| compound | STK33 kin inh | p53 PUMA act |
| --- | --- | --- |
| CCn1nc(C)c(N=Cc2ccc(N(C)C)c(Br)c2)c1C | . | -2.1 |
| Cc1cc(C)c(S(=O)(=O)NCC(=O)Nc2ccc(Br)cc2)c(C)c1 | -6.6 | -15.1 |
| Cc1ccc(NC(=O)CSc2nnc(N)s2)c(Br)c1 | -2.2 | 17.2 |

Later entries
| compound | STK33 kin inh | p53 PUMA act |
| --- | --- | --- |
| CCN1C(=O)C(O)(CC(=O)c2ccco2)c2cc(Br)ccc21 (stereo not drawn) | 3.0 | -6.6 |
| Cn1ncc(C#N)c1NC(=O)C1CC(c2c(F)cccc2Cl)=NO1 (stereo not drawn) | 0.0 | 9.0 |
| COc1ccc2c(c1OC)C(=O)OC2[C@H]1c2c(cc3c(c2OC)OCO3)CCN1C (stereo partly drawn) | -1.8 | . |
| O=C(C[C@H]1C[C@H]2c3cc(NC(=O)C4CCC4)ccc3O[C@H]2[C@@H](CO)O1)NCc1ccc2c(c1)OCO2 | . | 2.8 |
| COc1ccc(C2Oc3c(OC)cc(CCCO)cc3C2CO)cc1OC1OC(CO)C(O)C(O)C1O (stereo not drawn) | 0.5 | -3.9 |
| COc1ccc(-c2cnc3c(c2)C(=O)N([C@@H](C)CO)C[C@H](C)[C@@H](CN(C)S(=O)(=O)c2ccc(OC)cc2)O3)cc1 | . | 1.1 |
| COc1ccc(S(=O)(=O)Nc2ccc3c(c2)C(=O)N([C@@H](C)CO)C[C@H](C)[C@@H](CN(C)S(=O)(=O)c2ccc(F)cc2)O3)cc1 | -3.8 | . |
| C[C@H]1CN([C@@H](C)CO)C(=O)CCCn2cc(nn2)CO[C@H]1CN(C)Cc1ccccc1C(F)(F)F | -0.9 | . |
| Cc1cccc(CN(C)C[C@@H]2OCc3cnnn3CCCC(=O)N([C@@H](C)CO)C[C@@H]2C)c1 | -1.8 | . |
| COc1ccc(S(=O)(=O)NCCc2c[nH]c3ccccc23)c2ccccc12 | 2.4 | 3.4 |
| O=C(C[C@H]1C[C@H]2c3cc(NC(=O)Nc4ccc(C(F)(F)F)cc4)ccc3O[C@H]2[C@H](CO)O1)NCc1cc(F)ccc1F | . | 12.8 |
| O=C(Nc1ccc(S(=O)(=O)NCC2CCCO2)cc1)C1CCCO1 (stereo not drawn) | -0.5 | -1.4 |
| Cc1ccc(NC(=O)COc2ccccc2)c(NC(=O)c2ccccc2I)c1 | 7.3 | -11.3 |
| C[C@H]1CN([C@@H](C)CO)C(=O)CCCn2cc(nn2)CO[C@@H]1CN(C)Cc1ccc2cccnc2c1 | -9.0 | 0.2 |
| CCc1c(C)[nH]n(-c2ccc(Oc3ccccc3)c(S(=O)(=O)O)c2)c1=O | -0.2 | 11.7 |
| Cc1c(Br)c([N+](=O)[O-])nn1CC(=O)NCc1ccccc1 | -2.3 | 6.7 |
| CS(=O)(=O)N(CC(=O)Nc1ccc(F)cc1F)c1ccc2c(c1)OCCO2 | -1.0 | 11.6 |
| NC(=O)c1ccccc1NC(=O)CS(=O)(=O)Cc1ccccc1 | 0.2 | 2.5 |
| CCOC(=O)c1c(NC(=O)C23CCC(C)(C(=O)O2)C3(C)C)sc2c1CCCC2 (stereo not drawn) | 1.7 | 4.0 |
| COC(=O)c1cc(NC(=O)CSc2nc(C)nc3sc4c(c23)CCC4)cc(C(=O)OC)c1 | 3.6 | -2.7 |

New compounds follow:
| compound | STK33 kin inh | p53 PUMA act |
| --- | --- | --- |
| COC(=O)N(C)C[C@H]1OCc2cnnn2CCCC(=O)N([C@@H](C)CO)C[C@@H]1C | -6.4 | -1.1 |
| C[C@H]1CN([C@@H](C)CO)C(=O)c2cc(NS(=O)(=O)c3ccc(F)cc3)ccc2O[C@H]1CN(C)C | -2.6 | . |
| O=C(CSc1nnnn1-c1ccccc1)Nc1ccc(Br)cc1F | -1.1 | 12.8 |
| CCOc1ccccc1NC(=O)Cc1coc2ccc(C)cc12 | 5.8 | -7.3 |
| COc1c(O)ccc2c1C(=O)c1c(O)cc(C)cc1C2[C@@H]1O[C@H](CO)[C@@H](O)[C@H](O)[C@H]1O (stereo partly drawn) | . | -3.4 |
| Cc1cc(Cl)c(OCCCSc2nc(C)cc(=O)[nH]2)c(Br)c1 | 1.8 | 5.3 |
| C[C@H](CO)N1C[C@H](C)[C@@H](CN(C)C(=O)NC2CCCCC2)Oc2c(NC(=O)Nc3cccc4ccccc34)cccc2C1=O | . | 4.9 |
| Cc1ccc(S(=O)(=O)N(C)C[C@H]2Oc3ccc(NS(=O)(=O)c4cccs4)cc3CC(=O)N([C@@H](C)CO)C[C@H]2C)cc1 | -0.3 | 6.2 |
| COc1ccc(S(=O)(=O)Nc2ccc3c(c2)C(=O)N([C@H](C)CO)C[C@H](C)[C@H](CN(C)C(=O)NC(C)C)OCCCC[C@@H](C)O3)cc1 | -3.1 | . |
| C[C@H]1CN([C@@H](C)CO)C(=O)c2cc(NC(=O)NC3CCCCC3)ccc2O[C@@H]1CN(C)S(=O)(=O)c1cccs1 | . | 8.4 |
| COc1ccc(NC(=O)N(C)C[C@@H]2Oc3ccc(N(C)C)cc3C(=O)N([C@H](C)CO)C[C@H]2C)cc1 | . | 2.9 |
| C/C=C/c1cnc2c(c1)C(=O)N([C@@H](C)CO)C[C@H](C)[C@H](CN(C)Cc1cccc(C(=O)O)c1)O2 | . | 17.5 |
| CCNC(=O)CN(c1ccc(Br)c(C)c1)S(C)(=O)=O | 6.0 | -10.6 |
| COC(=O)COc1cc(Cl)c(C2NC(=S)NC(c3ccccc3)=C2C(C)=O)cc1OC (stereo not drawn) | -4.6 | -7.0 |
| COc1cc(Br)c(S(=O)(=O)NCCOc2ccc(C(C)(C)C)cc2)cc1OC | 13.5 | -5.8 |
| COc1ccc(S(=O)(=O)N(C)C[C@@H]2Oc3ccc(NC(=O)Cc4ccccc4)cc3C(=O)N([C@H](C)CO)C[C@@H]2C)cc1 | . | 17.4 |
| Cc1cccc(OCCn2c(S(=O)(=O)O)nc3ccccc32)c1 | -0.3 | 12.7 |
| C[C@H]1CN([C@@H](C)CO)C(=O)Cc2cc(NS(=O)(=O)c3cccs3)ccc2O[C@@H]1CN(C)Cc1ccc(Cl)c(Cl)c1 | -2.2 | . |
| COc1ccc(/C=C/C(=O)O[C@@H]2[C@@H](OC(C)=O)[C@@H](OC(C)=O)[C@H](O[C@H]3[C@@H]4C=CO[C@@H](O[C@@H]5O[C@H](CO)[C@@H](O)[C@H](O)[C@H]5O)[C@@H]4[C@@]4(CO)O[C@@H]34)O[C@H]2C)cc1 | -14.4 | -6.4 |
| C[C@H]1CN([C@@H](C)CO)C(=O)c2cccc(NC(=O)Nc3ccc(C(F)(F)F)cc3)c2O[C@H]1CN(C)Cc1ccc(C(=O)O)cc1 | . | 3.9 |
| CNC[C@H]1OCCCC[C@H](C)Oc2ccc(NC(=O)CCCN(C)C)cc2C(=O)N([C@@H](C)CO)C[C@@H]1C | . | -0.3 |

In the list so far, four have an NH in an aromatic ring:
| compound | STK33 kin inh | p53 PUMA act |
| --- | --- | --- |
| CCOC(=O)c1ccc2[nH]c(C)c(CN3CCN(C)CC3)c(=O)c2c1 | -2.0 | -1.0 |
| COc1ccc(S(=O)(=O)NCCc2c[nH]c3ccccc23)c2ccccc12 | 2.4 | 3.4 |
| CCc1c(C)[nH]n(-c2ccc(Oc3ccccc3)c(S(=O)(=O)O)c2)c1=O | -0.2 | 11.7 |
| Cc1cc(Cl)c(OCCCSc2nc(C)cc(=O)[nH]2)c(Br)c1 | 1.8 | 5.3 |

Screening data from PubChem BioAssay.
